Rv3671c protease = inhibitors of M. tuberculosis serine protease Rv3671c. P9WHR9. inhibition, % at 5.96 µM. 0.048% of 320,000 active; in the data active means inhibition above about 38%;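 further: extracellular domain of Rv3671c used as enzyme; 0% = enzyme with DMSO and 100% = no enzyme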
Target sequence (P9WHR9 whole entry, looked up, the tested form may be a part): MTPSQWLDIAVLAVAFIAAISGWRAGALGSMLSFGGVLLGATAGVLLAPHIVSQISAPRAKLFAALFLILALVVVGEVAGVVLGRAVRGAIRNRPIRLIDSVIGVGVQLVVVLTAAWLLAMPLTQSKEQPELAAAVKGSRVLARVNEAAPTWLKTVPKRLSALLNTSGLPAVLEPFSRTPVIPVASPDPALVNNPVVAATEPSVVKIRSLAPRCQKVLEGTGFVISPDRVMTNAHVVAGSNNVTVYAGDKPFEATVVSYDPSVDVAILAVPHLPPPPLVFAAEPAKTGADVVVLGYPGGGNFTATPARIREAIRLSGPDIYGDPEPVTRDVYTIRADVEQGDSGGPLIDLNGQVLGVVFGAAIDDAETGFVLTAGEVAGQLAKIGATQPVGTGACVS
3CLpro inhibitor = SARS-CoV 3CLpro protease inhibition. AID 1706. inhibition, % at 6 µM. 0.14% of 290,000 active. P0C6X7. recombinant SARS-CoV 3CLpro, quenched FRET peptide cleavage; in the data active means inhibition above about 12%
PriA SSB inh = inhibitors of Klebsiella pneumoniae PriA binding to SSB C-terminal tail | 0.6% of 430,000 active | inhibition, % at 33 µM | AlphaScreen SSBct-PriA binding, biotinylated peptide; in the data active means inhibition mostly above about 37%, no sharp cut-off; inactive means mostly below about 20%;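 further: plate controls were negative control peptide for no effect and reference peptide for full effect; strong numbers were not always called active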
BoNT-A LC inh2 = blocks Botulinum neurotoxin A light chain protease; multiplex microsphere protease substrate cleavage, flow cytometry; 0.17% of 360,000 active; inhibition, % at 10 µM; further: plate controls were buffer without enzyme for full effect and enzyme alone for no effect
MazEF act = MazEF (E. coli) toxin RNase activation. FAM/BHQ RNA-DNA oligo cleavage fluorescence, 5 h. 0.32% of 350,000 active. activation, % at 20 µM. P0AE70. AID 504720; in the data active means activation above about 50%
Target sequence (P0AE70 whole entry, looked up): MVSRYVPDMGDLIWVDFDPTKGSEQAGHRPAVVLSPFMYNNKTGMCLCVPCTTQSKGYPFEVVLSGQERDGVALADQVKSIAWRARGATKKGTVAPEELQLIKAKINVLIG
CCHF vOTU inh = CCHFV vOTU protease inhibition; Pep-AMC fluorescence; inhibition, % at 11.5 µM; 0.55% of 370,000 active; AID 651958; in the data active means inhibition above about 30%; further: 0% = vehicle wells with enzyme and 100% = no enzyme wells
Anthrax LF inh2 = blocks Bacillus anthracis lethal factor protease | inhibition, % at 10 µM | multiplex microsphere protease cleavage assay, LF | 0.12% of 360,000 active | P15917 | AID 588501; further: plate controls were buffer without enzyme for full effect and enzyme alone for no effect
DUSP3 inh = blocks human VHR1 dual specificity phosphatase; P51452; recombinant VHR phosphatase, pNPP absorbance; inhibition, % at 13.3 µM; 0.52% of 290,000 active; AID 1654; in the data active means inhibition above about 50%; further: some compounds called inactive have numbers as strong as hits
Target sequence (P51452 whole entry, looked up): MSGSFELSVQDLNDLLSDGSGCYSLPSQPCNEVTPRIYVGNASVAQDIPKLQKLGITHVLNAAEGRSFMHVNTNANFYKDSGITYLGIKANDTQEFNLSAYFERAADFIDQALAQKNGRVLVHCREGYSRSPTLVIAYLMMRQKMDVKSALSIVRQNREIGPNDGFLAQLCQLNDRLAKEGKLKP
BoNT F protease = inhibitors of Botulinum neurotoxin F light chain protease. AID 588497. inhibition, % at 10 µM. Multiplex microsphere protease cleavage assay, flow cytometry. 0.22% of 360,000 active; in the data active means inhibition above about 35%, passing the limit was not always enough; inconclusive means no clear call, values can overlap the other calls; further: plate controls were buffer without enzyme for full effect and enzyme alone for no effect
PrPC surface inh = reduces human prion protein on the cell surface | P04156 | cell surface PrPC, TR-FRET read-out | inhibition, % at 13.8 µM | 0.43% of 370,000 active | AID 720596; in the data active means inhibition above about 24%; further: 0% = median of the test wells and 100% = reference compound wells
* marks the source's active call; other numbers are inactive results; ? = inconclusive; nt = no result given. Unless noted, no stated cut-off is given here; in the data, active means inhibition above about 30%; inconclusive means no clear call, values can overlap the other calls; inactive means below that.

entry | mol | Rv3671c protease | 3CLpro inhibitor | PriA SSB inh | BoNT-A LC inh2 | MazEF act | CCHF vOTU inh | Anthrax LF inh2 | DUSP3 inh | BoNT F protease | PrPC surface inh
1 | CSc1nnc2c(n1)OC(C)N(C(=O)c1ccccc1)c1ccccc1-2 (centres undefined) | 0 | -4 | -6 | 0.7 | 5 | -1 | -7 | 25 | 2 | -10
2 | COCCNC(=S)N1CCC(NC(=O)Nc2ccc(C)cc2)CC1 | -8 | -1 | 7 | 0.0 | 5 | -6 | -2 | 8 | 2 | 4
3 | O=C(c1cccc([N+](=O)[O-])c1)N1CCCC(C(=O)N2CCN(c3ccccc3)CC2)C1 (centres undefined) | 4 | -2 | 1 | 4.6 | -1 | -11 | 1 | 21 | 6 | -1
4 | CC1(C)CC(=O)C=C(Nc2ccc(C(=O)O)cc2)C1 | -3 | 3 | -16 | 2.0 | -4 | 3 | 4 | -5 | ? | -4
5 | COc1cc(C(=O)NCCC2=CCCCC2)ccc1OCc1c(C)noc1C | 0 | nt | -2 | -0.6 | 1 | -1 | -5 | nt | -1 | 4
6 | CCc1nnc(NC(=O)C2CCCN2C(=O)Nc2ccc(Cl)cc2)s1 (centres undefined) | -2 | 4 | -10 | -1.0 | 17 | -6 | -6 | 1 | 14 | -3
7 | COc1ccc(C(=O)O)c(O)c1 | 2 | nt | -8 | -1.3 | 4 | 8 | -2 | nt | -1 | 7
8 | Nc1ncnc2c1ncn2[C@@H]1O[C@H](CNS(=O)(=O)CCCCl)[C@@H](O)[C@H]1O | 9 | nt | -1 | 1.3 | 6 | -1 | -8 | nt | 1 | -2
9 | CCNC(=O)c1cc2c(=O)n3cccc(C)c3nc2n(Cc2ccc(C)cc2)c1=N | 4 | -2 | -11 | 1.5 | 12 | -95 | -11 | 14 | 4 | -16
10 | Cc1ccccc1-c1nn(-c2ccccc2)cc1C(=O)NCC(c1ccco1)N1CCCC1 (centres undefined) | 1 | nt | 6 | nt | -1 | 19 | nt | nt | nt | 4
11 | Cc1cc(C)n2nc(SC(C)C(=O)N3CCOCC3)nc2n1 (centres undefined) | nt | nt | -4 | 0.3 | 3 | 2 | -1 | nt | -13 | 5
12 | Cc1ccc(C(=O)Nc2ccc(N3CCOCC3)cc2N2CCOCC2)cc1 | 0 | 1 | 4 | -0.1 | -1 | -7 | 3 | 48 | 1 | -9
13 | CC(C)c1ccc(NC(=S)NC2CCCCCC2)cc1 | -1 | -1 | -17 | -0.9 | -12 | 7 | -3 | 18 | -1 | 15
14 | CC(C)[C@H](NC(=O)[C@H](Cc1ccccc1)n1c(=O)[nH]c2ccccc2c1=O)C(=O)N1CCC[C@H]1C(=O)O | -9 | -4 | -6 | -1.1 | 1 | -6 | 6 | 21 | 0 | 1
15 | COc1ccc(NC(=O)Nc2ccc3c(c2)C(=O)N([C@H](C)CO)C[C@H](C)[C@@H](CN(C)C(=O)NC(C)C)O3)cc1 | 6 | nt | -15 | 0.0 | 0 | -6 | -9 | nt | -1 | 0
16 | COc1cccc(-c2nn(-c3ccccc3)cc2CO)c1 | -6 | -2 | -15 | 1.4 | 7 | 5 | -1 | 0 | -1 | 3
17 | CCc1cc(=O)oc2cc(C)cc(OC(C)C(=O)NCc3ccccn3)c12 (centres undefined) | -6 | -2 | -8 | -1.1 | 14 | -7 | 0 | -2 | 0 | 2
18 | Cc1ccccc1C(=O)c1cccn1CC(=O)NCc1ccc(Cl)cc1 | -2 | 5 | -12 | 0.2 | -1 | 9 | -7 | -11 | -4 | 2
19 | c1cc2c(cc1[C@H]1OCC3C1CO[C@@H]3c1ccc3c(c1)OCO3)OCO2 (some centres undefined) | 0 | nt | -8 | -1.1 | 1 | -1 | -7 | nt | -16 | 8
20 | CCN(CC(=O)Nc1cc(Cl)ccc1C)C(=O)CCc1nc2ccccc2c(=O)[nH]1 | -3 | nt | -10 | -0.5 | 4 | 1 | -5 | nt | -4 | 1
21 | O=C(COC(=O)c1ccccc1NCCO)Nc1ccc(S(=O)(=O)NC2=NCCCCC2)cc1 | nt | nt | -6 | 0.4 | 3 | -105 | -12 | nt | -13 | 4
22 | CC[C@]12C(=O)N(C)C[C@H]([C@@H]3C(=O)N(Cc4ccccc4)C(=O)[C@@H]31)N2C(=O)c1ccc(F)cc1 | nt | nt | 2 | -0.3 | 2 | -4 | -5 | nt | 1 | 0
23 | O=C(Cc1ccc(NC(=O)C2CCN(C(=O)C3CCCC3)CC2)cc1)Nc1ccc(C(=O)N2CCOCC2)cc1 | nt | nt | -2 | 1.0 | 2 | -4 | -2 | nt | 4 | 6
24 | COc1ccc(C(C(=O)NCc2ccccc2)N(C(=O)c2snc(C(N)=O)c2N)c2ccccc2OC)cc1OC (centres undefined) | -6 | 0 | -7 | 0.4 | 4 | -10 | -4 | -23 | -4 | -11
25 | COc1ccc(NC(=O)C2CCCN(c3c4c(nc5ncnn35)CCC4)C2)cc1 (centres undefined) | -6 | 1 | -19 | 0.0 | 12 | -1 | -2 | 25 | 1 | 2
26 | O=C(Nc1ccccc1N1CCOCC1)c1ccc2ccccc2c1 | -14 | 0 | -18 | -0.2 | 5 | -8 | 4 | 34 | 0 | 4
27 | COc1cc2oc(=O)cc(-c3ccc(-c4ccc(C#N)cc4)cc3)c2c(OC)c1OC | nt | nt | -9 | 0.1 | -5 | -3 | 8 | nt | -3 | 2
28 | COc1ccc(/C=C2/SC(=O)N(CC(O)Cn3c4ccccc4c4ccccc43)C2=O)cc1 (centres undefined) | -57 | -1 | -6 | -0.1 | -3 | 8 | -1 | 3 | 0 | 2
29 | CC1CCCCN1S(=O)(=O)c1ccc(NC(=O)c2cccc(-n3cnnn3)c2)cc1 (centres undefined) | -57 | -4 | -12 | 1.8 | 13 | -2 | -12 | -2 | 18 | 6
30 | CCC1CCc2c(sc(NC(=O)c3cccnc3)c2C(N)=O)C1 (centres undefined) | 0 | -1 | 5 | -0.5 | -13 | 1 | -2 | 22 | -2 | 4
31 | CCOc1ccccc1NC(=O)C(CC(C)C)NC(=O)C1CCCCC1 (centres undefined) | 0 | 0 | -4 | 1.1 | 4 | 2 | -2 | -2 | 2 | 4
32 | Cc1c(Br)c(C(F)(F)F)nn1CC(=O)NCc1ccccc1 | -11 | 0 | -2 | 0.1 | -4 | 0 | 1 | -15 | -1 | 5
33 | CC(=O)NCCC(=O)Nc1cc(S(=O)(=O)N2CCCCC2)ccc1Oc1ccccc1 | 2 | 4 | 6 | -0.1 | -18 | -4 | 3 | 10 | 10 | 1
34 | CCC1C(=O)N=C(SCC(=O)NC2CCCCC2)NC1=O (centres undefined) | 1 | 0 | -5 | 0.4 | 4 | -9 | 0 | 7 | 1 | -3
35 | O=C(c1ccc(Br)s1)N1CCCC1 | -3 | 6 | -5 | 0.9 | 1 | -24 | 1 | 17 | 11 | 2
36 | O=C(C[n+]1ccccc1)N/N=C/c1ccc(O)cc1 | 5 | 1 | nt | -0.5 | 6 | 1 | -2 | 11 | -7 | 5
37 | CC(=O)c1ccc(Nc2nc(C(N)c3ccccc3)cs2)cc1 (centres undefined) | nt | nt | nt | -0.3 | nt | 3 | -7 | nt | -6 | 8
38 | Cc1cc(=O)n2nc(N3CCCC(C(=O)NCc4ccccc4Br)C3)sc2n1 (centres undefined) | 9 | 0 | -18 | 2.3 | 11 | -5 | 4 | -2 | -7 | -4
39 | CCCc1cc(=O)[nH]c(SCC(=O)Nc2ccc(OCc3ccccc3)cc2)n1 | -5 | nt | -3 | -0.4 | -1 | 4 | 2 | nt | 3 | -4
40 | CCC1(C(=O)c2ccc(Cl)cc2)C2c3ccccc3OC(=O)C21C(=O)Nc1ccccc1 (centres undefined) | 3 | 7 | -4 | -0.2 | 5 | 9 | 1 | -10 | -1 | 10
41 | Cc1cc2c(N3CCCCC3C)ncnc2s1 (centres undefined) | 3 | 3 | -23 | 0.5 | 3 | 10 | 0 | 18 | -4 | 9
42 | O=C(NCc1ccco1)c1ccc([N+](=O)[O-])cc1Cl | -1 | 1 | -12 | 2.8 | 10 | -15 | -15 | 13 | ? | -32
43 | COc1ccccc1C(c1nnnn1C(C)C)N1CCN(C(=O)c2ccco2)CC1 (centres undefined) | -1 | 3 | -4 | -2.6 | 7 | 4 | -2 | 4 | 4 | -1
44 | Cc1cc(C)nc(/N=c2/ssnc2Cl)c1 | -35 | 3 | nt | 0.4 | -6 | 0 | 0 | 40 | 0 | 0
45 | CCOC(=O)CCNc1n[nH]c(=O)[nH]c1=O | -7 | -1 | -12 | -0.3 | -1 | 8 | -2 | -17 | 1 | 7
46 | COc1ccc(OC)c(NC(=O)c2cc(S(=O)(=O)N3CCCCC3)c[nH]2)c1 | 2 | 2 | 3 | -1.0 | 14 | nt | -10 | 10 | -11 | nt
47 | O=C(NCc1ccccc1)c1c[nH]c2ccc(F)cc2c1=O | 0 | -4 | -7 | -16 | 11 | -10 | -10 | -11 | -89 | 12
48 | O=C(OCC(=O)N1CCOCC1)c1ccc2ccccc2c1O | -6 | nt | -6 | -0.2 | 7 | -14 | -1 | nt | -4 | -4
49 | COc1ccc(/C=N/NC(=O)OC(C)(C)C)cc1OC | -13 | 3 | nt | 0.5 | -3 | 0 | 1 | 9 | -1 | 5
50 | Cc1ccc(CNC(=O)C2CC(c3cccc([N+](=O)[O-])c3)=NO2)cc1 (centres undefined) | 0 | -2 | -10 | -0.4 | 0 | 7 | -5 | -1 | -13 | -7
51 | COc1ccccc1C(=O)n1nc(-c2ccco2)nc1SC | 26 | 6 | -3 | -0.4 | 8 | -2 | -6 | -13 | -4 | -3
52 | Cc1cc(/C=C(\C#N)c2nc3ccccc3[nH]2)c(C)n1C | 16 | 4 | 14 | -1.1 | 14 | 5 | -5 | -2 | -12 | -8
53 | CC1(C)CC(=O)C2=C(C1)N(Cc1ccco1)C(=O)C2(NC(=O)c1ccc(Cl)cc1Cl)C(F)(F)F (centres undefined) | 5 | 4 | 1 | -0.1 | -3 | 5 | -1 | 33 | -3 | 8
54 | CCN(CC)C(=O)c1cccc(-c2csc(C(NC(C)=O)c3ccc(F)c(F)c3)n2)c1 (centres undefined) | nt | nt | nt | 0.1 | nt | 0 | -6 | nt | -1 | 2
55 | CCCCOc1ccc(C2(C)NC(=O)NC2=O)cc1 (centres undefined) | 6 | 8 | -11 | -2.4 | 9 | -1 | 23 | 5 | 1 | -2
56 | Cc1ccc(NC2=NCCCCC2)cc1 | -8 | -4 | -6 | -0.1 | 3 | -1 | -2 | 33 | 5 | 0
57 | CCOc1ccc(CCNC(=O)c2sc3nc4n(c(=O)c3c2C)CCC4)cc1OCC | -5 | 4 | -14 | 1.3 | 1 | 9 | -1 | 24 | -2 | -4

Source: PubChem (several laboratories)

This is a subset; the hit share may differ from the screen's.
